USP8 block: inhibitors of human USP8 deubiquitinase; P40818; purified USP8, Ub-rhodamine cleavage fluorescence, 30 min; inhibition, % at 20 µM; actives 4.2% (n = 47,000); AID 1645853
USP10 block: human USP10 deubiquitinase inhibition; Q14694; purified USP10, Ub-rhodamine fluorescence, 60 min; inhibition, % at 20 µM; actives 1.1% (n = 47,000); AID 1645856
USP30 inh: human USP30 deubiquitinase inhibition; actives 5.3% (n = 47,000); inhibition, % at 25 µM; Q70CQ3; purified USP30, Ub-rhodamine cleavage fluorescence
USP7 block: blocks human USP7 ubiquitin-rhodamine cleavage; AID 1645854; Q93009; inhibition, % at 20 µM; actives 0.3% (n = 47,000); purified USP7, Ub-rhodamine cleavage fluorescence
USP28 inh: blocks human USP28 ubiquitin-rhodamine cleavage | purified USP28, Ub-rhodamine cleavage fluorescence, 30 min | AID 1645857 | inhibition, % at 25 µM | actives 3% (n = 47,000)
UCHL1 block: inhibitors of human UCHL1 deubiquitinase; purified UCHL1, Ub-rhodamine cleavage fluorescence; actives 0.2% (n = 47,000); AID 1645859; inhibition, % at 20 µM; P09936
Target sequence (P09936 whole entry, looked up): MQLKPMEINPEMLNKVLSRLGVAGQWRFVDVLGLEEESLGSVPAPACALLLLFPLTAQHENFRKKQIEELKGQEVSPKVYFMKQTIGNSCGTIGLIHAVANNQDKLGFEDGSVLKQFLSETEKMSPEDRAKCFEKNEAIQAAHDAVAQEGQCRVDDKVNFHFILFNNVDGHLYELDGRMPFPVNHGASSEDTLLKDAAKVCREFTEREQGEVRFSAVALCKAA
OTUD3 inh: blocks human OTUD3 ubiquitin-rhodamine cleavage; Q5T2D3; purified OTUD3, Ub-rhodamine fluorescence, 2 h; inhibition, % at 25 µM; actives 0.7% (n = 47,000); AID 1645858
Target sequence (Q5T2D3 whole entry, looked up): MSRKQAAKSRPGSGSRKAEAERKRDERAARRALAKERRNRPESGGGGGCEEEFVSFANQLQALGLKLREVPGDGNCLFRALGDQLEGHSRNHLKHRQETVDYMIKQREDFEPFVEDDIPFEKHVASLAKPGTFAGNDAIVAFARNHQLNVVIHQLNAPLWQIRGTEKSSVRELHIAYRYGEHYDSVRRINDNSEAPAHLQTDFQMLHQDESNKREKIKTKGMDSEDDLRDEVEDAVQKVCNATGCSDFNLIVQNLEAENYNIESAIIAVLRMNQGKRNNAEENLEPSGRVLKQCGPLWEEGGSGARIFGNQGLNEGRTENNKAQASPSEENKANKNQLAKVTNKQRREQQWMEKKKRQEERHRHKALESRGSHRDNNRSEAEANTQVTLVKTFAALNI
USP17 block: blocks human USP17 ubiquitin-rhodamine cleavage; actives 6.5% (n = 47,000); A8MUK1; purified USP17, Ub-rhodamine cleavage fluorescence, 3 h; inhibition, % at 50 µM
Numbers without * were called inactive; i = inactive; . = no result given. No stated cut-off is given here; in the data, active means inhibition above about 30%; inactive means the rest.

SMILES	USP8 block	USP10 block	USP30 inh	USP7 block	USP28 inh	UCHL1 block	OTUD3 inh	USP17 block
CCN1CCc2nc(-c3ccccc3)n(CC(=O)N3CCOc4ccc(C)cc43)c(=O)c2C1	59*	-5	-43	4	0	1	-11	14
CCCCc1nc2sc3c(SCC(=O)NCc4ccccc4)ncnc3c2c2c1CCC2	-1	-3	3	-4	54*	-1	9	45*
c1cc(-c2ccsc2)[nH]n1	29	5	18	5	11	1	8	12
CN1CC(=O)N(c2ccccc2)CC12CCN(Cc1nccn1C)C2 (stereo not drawn)	-47	-2	-18	1	-15	-3	-6	-8
Cc1cc(-n2c(C)cc(-c3csc(N)n3)c2C)no1	-80	-8	i	-62	-258	-55	-198	-174
CCCOc1ccc2oc(=O)c3c(c2c1)CCCN3C(=O)CN1CCc2ccccc2C1	0	4	3	2	0	1	-4	0
Cc1ccc(NC(=O)C2CCN(c3nc4nc[nH]c(=O)c4s3)CC2)cc1F	39*	-8	-119	6	-51	0	-26	-89
Cc1cccc(-n2nnc3c(=O)n(CC(=O)Nc4ccc5c(c4)OCCO5)cnc32)c1	8	12	-9	6	0	-1	-7	0
O=C(NCCc1ccccc1F)c1cccc(N2C(=O)CCS2(=O)=O)c1	3	0	14	4	5	2	11	9
Cc1cc(C(=O)N2CC(C(=O)Nc3ccc(F)c(Cl)c3)C2)no1	-14	1	10	-130	5	3	3	-1
Cc1cccc(C(=O)NC(NC(=O)c2cccc(C)c2)c2ccccc2F)c1	57*	11	43*	14	16	4	22	.
C=C1NC(=O)c2c(sc(C(=O)OCC(=O)NCc3ccc(F)cc3)c2C)N1	3	7	14	0	0	1	-3	2
Cc1ccc(S(=O)(=O)Nc2ccc3[nH]cc(Cl)c3c2)cc1	42*	9	39*	14	44*	7	13	49*
CCN1CC2(CCN(Cc3ccccc3)CC2)COc2ccccc2S1(=O)=O	-7	0	-4	-3	-2	-1	8	-7
CCC(C(=O)Nc1c2c(nn1-c1ccc(Cl)cc1)CS(=O)(=O)C2)c1ccccc1 (stereo not drawn)	6	14	12	-24	0	0	0	38*
O=c1cc(Nc2ccc(F)c3ccccc23)[nH]c(=O)[nH]1	-126	2	17	2	8	1	5	7
Cc1ccc(N(CC(=O)NCc2ccccc2)C(=O)c2ccc3c(c2)OCCO3)c(C)c1	0	5	3	-11	0	3	3	1
CC(C)(C)C(=O)COC(=O)c1c2c(nc3ccccc13)CCCCC2	10	1	6	-18	2	7	3	11
CCN1C(=O)c2cccnc2Sc2cc(NC(=O)Cc3cccc(F)c3)ccc21	-1	-3	-38	-13	-8	-8	-19	-7
CCCc1nc2sc3c(N(CC)CC)ncnc3c2c2c1CCC2	-3	-2	-9	0	52*	0	1	-2
CCc1ccc2c(CC(=O)N3CCC(C(N)=O)CC3)coc2c1	-1	-4	-18	1	-1	-3	-1	-5
O=C(Cc1ccc(F)cc1)N1CCN(c2nc3ccc(F)cc3s2)CC1	-2	3	-8	-21	-4	-4	-1	.
COc1ccc(CCNC(=O)CCCCn2c(=O)c3ccccc3n(Cc3cccc(F)c3)c2=O)cc1OC	-3	2	55*	-1	9	5	19	60*
CC(C)CC1NC(=O)C(NC(=O)c2ncccc2O)C(C)OC(=O)C(c2ccccc2)N(C)C(=O)C(C)NC(=O)C(C(C)C(C)C)N(C)C(=O)CN(C)C(=O)C2CCCN2C1=O (stereo not drawn)	0	-6	0	-1	0	1	4	-11
NC(=O)c1cnn2c(C3CCCCN3C(=O)c3ccccc3)ccnc12 (stereo not drawn)	-1	-1	16	1	2	0	5	-3
Fc1ccc(N2CCN(c3nc(-c4ccccc4F)no3)CC2)cc1	1	4	15	0	-1	-3	-1	3
Cc1ccc(C(=O)N2CCc3cc(-c4nc(NC(=O)CN5CCCC5)sc4C)ccc32)cc1	-1	2	-5	-69	3	-1	0	-1
Cc1cccn2cc(CSc3nc4ccccc4[nH]3)nc12	-53	-3	-5	2	9	2	3	-2
Cc1cc2nc(N3CCCC(C(F)(F)F)C3)c3ccccc3n2n1 (stereo not drawn)	-3	-4	0	-2	-5	0	-3	.
O=C(NC(Cc1ccccc1)C(=O)Nc1ccccc1F)C1CCCCC1 (stereo not drawn)	-3	2	-12	0	13	1	10	6
Cc1cc(NC(=O)CSc2nnc(-c3cccc(Cl)c3)o2)no1	2	-1	13	3	3	1	4	49*
Cc1ccc([N+](=O)[O-])cc1S(=O)(=O)Nc1cc2sc(=O)oc2c2ccccc12	89*	37*	-10	-27	61*	28	33*	67*
O=C(/C=C/c1ccco1)N1CCC(Cn2cccn2)CC1	-8	-7	-109	-25	-23	-25	-24	-4
Cc1ncc(-c2ccccn2)c(-c2ccc(CNC(=O)C(C)CN3CCOCC3)cc2)n1 (stereo not drawn)	-3	0	-10	-2	-16	-4	-10	-9
c1ccc(-c2nnn(CN3CCN(c4ncccn4)CC3)n2)cc1	1	0	10	0	-5	-1	-2	-2
CCOc1ccc(-c2noc(-c3cccn4c(=O)c5ccccc5nc34)n2)cc1OC	-27	-4	i	-125	-131	-151	-178	-181
CCOc1ccc(C(=O)Nc2c(C)nc3cccc(C)n3c2=O)cc1	-150	-1	-32	7	-4	0	-9	-2
O=C(c1ccccc1)N1CCCCC1c1nncn1-c1ccccc1 (stereo not drawn)	4	2	.	.	.	2	0	8
COCCCn1c(C(=O)Nc2ccccc2F)cc2c(=O)n(C)c(=O)n(C)c21	-19	-11	-127	-1	-36	-7	-33	-43
CCn1cnc2c1CN(S(=O)(=O)c1cccc3cccnc13)CC2	0	1	4	1	0	2	4	1

Ordered by value in USP10 block (smallest number first): 5 of the compounds above.
| Structure | USP10 block |
| --- | --- |
| O=C(/C=C/c1ccco1)N1CCC(Cn2cccn2)CC1 | -7 |
| CCOc1ccc(-c2noc(-c3cccn4c(=O)c5ccccc5nc34)n2)cc1OC | -4 |
| CCOc1ccc(C(=O)Nc2c(C)nc3cccc(C)n3c2=O)cc1 | -1 |
| Cc1ncc(-c2ccccn2)c(-c2ccc(CNC(=O)C(C)CN3CCOCC3)cc2)n1 (stereo not drawn) | 0 |
| CCn1cnc2c1CN(S(=O)(=O)c1cccc3cccnc13)CC2 | 1 |

(further entries)
SMILES	USP8 block	USP10 block	USP30 inh	USP7 block	USP28 inh	UCHL1 block	OTUD3 inh	USP17 block
Cc1c(C(=O)N2CCCCC2)c(S(=O)(=O)N2CCCCC2)c(C)n1C	1	-2	6	-4	-2	-2	1	4
CN(Cc1ccccc1)C(=O)c1nnn(-c2ccccc2)n1	-8	0	6	-4	1	1	2	-2
O=C(Nc1cccc(F)c1)c1cnn(-c2ccccc2)c1C1CCNCC1	-108	0	3	0	-3	0	-1	-16
COc1cccc(N2CCN(C(=O)C3c4ccccc4C(=O)N(C)C3c3cccs3)CC2)c1 (stereo not drawn)	-13	-3	-17	-2	-11	0	-22	.
COc1cc(C(=O)N2CCC3(CC2)N=C(c2ccc(Cl)cc2)C(=O)N3)cc(OC)c1OC	-3	-2	-20	-8	-12	-4	-10	-16
CC(=O)N1CCc2cc(S(=O)(=O)NCCC(=O)Nc3ccc(Br)cc3)ccc21	4	-1	-3	-1	-7	0	-10	-7
CCOc1cc(C2c3c(oc4ccccc4c3=O)C(=O)N2c2nc3ccc(C)cc3s2)ccc1O (stereo not drawn)	-1	4	35*	7	8	0	1	23
CCOc1ccc(NC(=O)c2ccc3ccccc3n2)cc1	-8	-2	4	4	7	-1	8	.
CC(C)c1ccc(Nc2cc(C(=O)N3CCOCC3)c3ccccc3n2)cc1	-12	2	-25	4	-7	6	-15	-12
COc1ncccc1C(=O)N1C[C@@H]2C[C@@H](C)O[C@@H]2C1	1	1	-1	-1	-9	-2	-4	-22
COc1cccc(CNS(=O)(=O)c2c(C)[nH]c(C)c2-c2nc(C)no2)c1	6	1	-10	0	-3	-3	-7	-1
O=S(=O)(c1cccc2cccnc12)N1CCC(N2CCCCC2)CC1	-22	-1	-9	-1	-7	0	-8	9
CC(C)NC(=O)N1CC(=O)N2CC[C@@H](CC(=O)N3CCOCC3)[C@@H](CCCOc3ccccc3C1)C2	5	0	100*	-2	72*	4	6	75*
Cc1ccc(NC(=O)CCC(=O)N2CCSc3ccccc32)cc1C	1	3	-6	-6	11	4	0	-3
Cc1ccc(C(=O)NCC2COCCO2)cc1NC(=O)c1nsc2ccccc12 (stereo not drawn)	-2	0	-4	-7	-5	0	-8	-18
O=C(c1cc(NCc2ccc(F)cc2)nc2ccccc12)N1CCOCC1	1	1	-12	-23	-10	-5	-11	-2
CCOc1ccccc1C(=O)NCc1noc(Cc2ccccc2)n1	19	4	17	-1	19	3	11	15
COc1ccc(CNC(=O)CN2CCSc3ccccc32)cc1	-8	-2	-16	-50	-10	0	-4	-15
Cc1cccc(N2CCn3c2nc2c3c(=O)n(CCN3CCOCC3)c(=O)n2C)c1	2	2	38*	4	12	2	14	5
CN(Cc1ccccc1)Cc1nc2c(c(=O)n(C)c(=O)n2C)n1CC(N)=O	19	0	20	5	7	2	12	12
COCCNC(=O)c1cccc(OC2CCN(Cc3ccccc3OCCO)CC2)c1	1	-3	-37	0	-3	-2	-2	0
CCN(C(=O)[C@@H]1[C@H]2C[C@H]3[C@@H]1C(=O)O[C@H]3C2)c1c(C)cccc1C	25	-1	14	6	11	4	11	17
CC1=C(C(=O)OC(C)C)C(c2sccc2C)n2c(nc3ccccc32)N1 (stereo not drawn)	0	1	-21	-4	-11	-8	0	0
COc1ccccc1C1CCN(Cc2c[nH]c3ccccc23)CC1	-10	-6	0	3	0	0	0	-8
Cc1cccc(Nc2cc(C3CCCN(C(=O)c4ccnnc4)C3)ccn2)n1 (stereo not drawn)	15	0	15	5	3	1	7	6
Fc1ccc(C2(c3nc(C4CCCCC4)no3)CCOCC2)cc1	21	4	21	-22	10	4	13	17
CC(C)(C)c1cc2nc(C(F)(F)F)cc(N3CCN(C(=O)c4ccc(Cl)cc4)CC3)n2n1	4	1	17	11	8	5	7	7
COc1cccc(CN2C(=O)CCC[C@@H]3[C@H]2CCN3CC(=O)Nc2ccccc2F)c1	-27	-6	-78	-6	-18	-7	-16	-25
COc1ccccc1CNc1ncc(-c2cc(C)no2)c([C@H]2CCCO2)n1	0	0	-2	-2	5	-1	-6	-2
CC(C)(C)c1nn(-c2ccccc2)c2[nH]c(=O)c(CNC3CC3)cc12	82*	6	-36	3	-9	-1	-5	22
COc1cccc(CNC(=O)C2Cn3ccnc3C3(CCN(CC(C)C)CC3)O2)c1 (stereo not drawn)	-174	-2	-4	10	4	4	4	-29
COc1cc(=O)n2c(c1C(=O)N1CCN(c3cccc(C)c3)CC1)CCCC2	-35	-2	-29	2	-10	7	-1	-15
Cc1ccc(S(=O)(=O)N2CCC(CC(=O)NCCN3CCCCC3)CC2)cc1	21	-4	13	1	12	-2	9	8
CCOc1ccccc1NC1c2ccccc2C(=O)N1c1cccnc1 (stereo not drawn)	71*	-2	-8	1	1	4	-10	43*
O=c1[nH]/c(=C\c2ccccc2)c(=O)[nH]/c1=C\c1ccccc1	0	2	18	5	9	2	11	7
O=C(COc1ccc(F)cc1)N(Cc1cccc(F)c1)c1ccccn1	-17	1	8	-34	3	-4	2	-3
O=C(N[C@H]1C[C@@H]2C[C@H]1N(C(=O)NCCc1ccccc1)C2)c1ccccc1	15	1	22	0	12	3	6	9
COc1ccc(CCNC(=O)[C@@H]2Cc3c([nH]c4ccccc34)C3c4ccccc4C(=O)N32)cc1 (stereo partly drawn)	13	-5	-10	2	6	5	7	0
COc1cc(C2CCN(C(=O)c3ccc(C(F)(F)F)cc3)CC2)on1	1	1	0	0	-4	0	-8	-2
Cn1nc(C(=O)NCc2ccc(F)cc2)c2c1-c1ccsc1CC2	2	7	22	-1	10	0	5	4

Three compounds out of the list, sorted by SMILES length, low to high.
SMILES	USP8 block	USP10 block	USP30 inh	USP7 block	USP28 inh	UCHL1 block	OTUD3 inh	USP17 block
Cn1nc(C(=O)NCc2ccc(F)cc2)c2c1-c1ccsc1CC2	2	7	22	-1	10	0	5	4
Cc1ccc(S(=O)(=O)N2CCC(CC(=O)NCCN3CCCCC3)CC2)cc1	21	-4	13	1	12	-2	9	8
COc1cccc(CNC(=O)C2Cn3ccnc3C3(CCN(CC(C)C)CC3)O2)c1 (stereo not drawn)	-174	-2	-4	10	4	4	4	-29

Single records, from the list above. Screens in order: USP8 block	USP10 block	USP30 inh	USP7 block	USP28 inh	UCHL1 block	OTUD3 inh	USP17 block
O=C(N[C@H]1C[C@@H]2C[C@H]1N(C(=O)NCCc1ccccc1)C2)c1ccccc1 across the screens: 15	1	22	0	12	3	6	9
COc1cc(=O)n2c(c1C(=O)N1CCN(c3cccc(C)c3)CC1)CCCC2 across the screens: -35	-2	-29	2	-10	7	-1	-15
COc1cccc(CNC(=O)C2Cn3ccnc3C3(CCN(CC(C)C)CC3)O2)c1 (stereo not drawn) across the screens: -174	-2	-4	10	4	4	4	-29
Cc1ccc(S(=O)(=O)N2CCC(CC(=O)NCCN3CCCCC3)CC2)cc1 across the screens: 21	-4	13	1	12	-2	9	8
COc1ccc(CCNC(=O)[C@@H]2Cc3c([nH]c4ccccc34)C3c4ccccc4C(=O)N32)cc1 (stereo partly drawn) across the screens: 13	-5	-10	2	6	5	7	0
